Shiga toxin inh = Shiga toxin inhibition; Vero cells, Shiga toxin protein synthesis inhibition reporter; inhibition, % at 38.7 µM; 290,000 tested, 9.2% active; AID 2315; in the data active = inhibition mostly above about 28%, no sharp cut-off; inactive = mostly below about 43%; also: 0% is about no effect
LmPK inh = inhibitors of Leishmania mexicana pyruvate kinase; Potency, µM (highest dose often 57.5 µM), without a hit: top-dose activity change, negative = inhibition, most hits filed as inhibitors; 290,000 tested, 0.37% active; Q27686; purified LmPK, Kinase-Glo ATP luminescence, 1 h; also: potency is read from the fitted curve at half-maximal effect; % is scaled to controls: 0 for no effect and ±100 for the full control effect
Target sequence (Q27686 whole entry, looked up): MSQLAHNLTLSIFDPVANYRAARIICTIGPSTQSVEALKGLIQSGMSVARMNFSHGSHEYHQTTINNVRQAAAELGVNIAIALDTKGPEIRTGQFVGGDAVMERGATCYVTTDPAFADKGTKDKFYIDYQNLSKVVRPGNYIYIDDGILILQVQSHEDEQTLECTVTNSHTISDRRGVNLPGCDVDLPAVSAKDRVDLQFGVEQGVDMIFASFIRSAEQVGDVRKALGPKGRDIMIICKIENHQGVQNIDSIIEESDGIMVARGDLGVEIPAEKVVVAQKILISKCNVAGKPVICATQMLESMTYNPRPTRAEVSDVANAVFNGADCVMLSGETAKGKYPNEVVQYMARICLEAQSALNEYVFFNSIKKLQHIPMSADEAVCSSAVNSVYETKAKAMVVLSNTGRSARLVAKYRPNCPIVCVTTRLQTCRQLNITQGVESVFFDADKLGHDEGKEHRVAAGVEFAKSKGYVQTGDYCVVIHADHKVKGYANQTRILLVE
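Purified LmPK (0.1 nM) converted ADP (0.1 mM) to ATP with PEP (0.5 mM) in imidazole buffer pH 7.2 with KCl and MgCl2, 1 h at room temperature. ATP was read by Kinase-Glo luminescence; data normalized to uninhibited and no-enzyme controls.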
CHX counter = counter-screen hit for Shiga toxin inhibitors, cycloheximide | cell reporter, cycloheximide protein synthesis inhibition counterscreen | max response, % | 300,000 tested, 12% active | AID 2314; in the data active = max response mostly above about 13%, no sharp cut-off; inactive = mostly below about 14%; also: read at 38.3 µM for the half of the compounds with a filed dose; 0% is about no effect
Pf growth 48h = inhibits P. falciparum growth in the first generation, 48 h; P. falciparum luciferase growth in erythrocytes, 48 h; Potency, µM (titrated, usually from 28.7 µM), for inactives: at the top dose activity change, negative = inhibition, actives largely listed as inhibitors; 310,000 tested, 5.9% active; also: potency is read from the fitted curve at half-maximal effect; % is scaled to controls: 0 for no effect and ±100 for the full control effect
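In quantitative HTS format, infected erythrocytes bearing luciferase-reporter parasites were treated for a single generation at 37 C. Luminescence after adding detection reagent served as the growth measure.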
Pf growth 96h = P. falciparum growth inhibition at 96 hours; Potency, µM (titrated, usually from 28.7 µM), inactives show top-dose activity change, negative = inhibition, usual class: inhibitors; 320,000 tested, 6.9% active; P. falciparum luciferase reporter growth, 96 h; also: potency is read from the fitted curve at half-maximal effect; % is scaled to controls: 0 for no effect and ±100 for the full control effect
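P. falciparum expressing integrated firefly luciferase, in erythrocytes at 2% hematocrit, 0.05% parasitemia, incubated with compounds 96 h at 37 C, 5% CO2. Growth inhibition read as loss of luminescence; two-generation exposure targets delayed-death apicoplast inhibitors.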
Tb PYK inh = inhibitors of Trypanosoma brucei pyruvate kinase. TbPYK enzyme, Kinase-Glo Plus ATP luminescence, 45 min. AID 624173. 410,000 tested, 0.12% active. Q57TT1. Potency, µM (doses to about 76.8 µM), inactives show at the top dose activity, negative = inhibition, hits mostly inhibitors; also: potency is read from the fitted curve at half-maximal effect; % is scaled to controls: 0 for no effect and ±100 for the full control effect; nearly all actives have a fitted effect of over 50% in size
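Luminescent Kinase-Glo Plus end-point after 45 min room-temperature reaction of T. brucei pyruvate kinase started with 130 uM ADP (final). Buffer TEA 50 mM pH 7.2 with KCl, MgCl2, BSA, Tween-20; titration-based qHTS with fitted concentration-effect curves.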
HCV inh = HCV inhibition; Huh7.5.1 HCVcc-Cre infection, luciferase reporter, 44 h; Potency, µM (doses to about 41.8 µM), without a hit: at the top dose activity change, negative = inhibition, hits mostly inhibitors; 340,000 tested, 3.4% active; also: potency is read from the fitted curve at half-maximal effect; % is scaled to controls: 0 for no effect and ±100 for the full control effect
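A cell-based infection assay in which seeded cells (1,000 per well) receive test compound after 4 h, are inoculated with HCVcc-Cre at approximately 0.5 moi, and are incubated 44 h before luminescence detection.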
An asterisk follows results filed as active; ? = inconclusive; . = not tested or not shown; & = joins results of further samples; [ ] = dose if it differs, or a comment. Unless noted, calls follow the shape of the dose curve; as a rule, active = well fitted curve in the direction sought with a large enough effect; inconclusive = small, poorly fitted or top-dose-only effect, or another doubt; inactive = no such curve, though single readings can be large; an effect the other way counts as inactive or inconclusive.

SMILES	Shiga toxin inh	LmPK inh	CHX counter	Pf growth 48h	Pf growth 96h	Tb PYK inh	HCV inh
Cc1cc(NC(=O)CCSc2ccccc2)ccc1Br	21	6%	87*	66%[activator]	0%	-12%	1%
O=C(NCCN1CCOCC1)c1cnn2c1NC(c1cccs1)CC2C(F)(F)F (configuration not stated)	-13	-7%[11.5 µM]	-3	-4%	14%	1%	1%
O=C(COc1ccc(Cl)cc1Cl)NN1C(=O)C2C3C=CC([C@@H]2C1=O)C31CC1 (some centres not stated)	-7	3%	-2	0%	5%	-3%	-13%
CCOC(=O)C1=C(C)NC(C)=C(C(=O)OCC)C1c1cccc(C)n1	4	2%	-1	52%[activator]	-21%	4%	7%
Cc1nn(C)c(C)c1NS(=O)(=O)c1cccc(Br)c1	.	.	.	-1%	13%	-3%	?
CCN(CC)C(=O)CSc1nc2ccccc2n1CC(=O)N1CCN(c2ccccc2OC)CC1	-26	-2%	-6	34%[activator]	.	0%	-25%
COc1cccc(N=Cc2c(O)n(Cc3ccco3)c(=O)[nH]c2=O)c1	-3	2%	-1	-27%	-13%	2%	-3%
CC(NS(=O)(=O)c1ccc(Br)cc1)C(c1cccs1)N1CCN(C)CC1 (configuration not stated)	-4	2%	-5	-21%	?	-1%	?
Cc1cccc(CCNC(=O)c2oc3c(C)c(C)ccc3c2C)n1	1	-3%	-1	16%	?	0%	-3%
c1cncc(C(c2nnnn2C2CCCC2)N2CCN(Cc3ccc4c(c3)OCO4)CC2)c1 (configuration not stated)	13	-3%	4	?	?	2%	-12%
CCc1ccc(NC(=O)N2CCN(C(=O)C3CCCO3)CC2)cc1 (configuration not stated)	9	-3%	-2	62%[activator]	15%	1%	24%
COc1ccccc1CCNC(=O)c1nccnc1C(=O)O	-8	1%	-3	2%	17%	4%	22%
Cc1ccc2nc(SCCCCOc3ccccc3)[nH]c2c1	-13	1%	-2	-16%	?	1%	-18%
Cc1sc2ncnc(NCC(c3ccccc3)N(C)C)c2c1C (configuration not stated)	-19	3%	-3	-17%	?	3%	?
Cn1c(=O)c2c(nc(NCc3ccco3)n2Cc2ccccc2Cl)n(C)c1=O	-6	-1%	-1	-12%	-2%	5%	?
Cc1cc(NC(=O)CCC(=O)N(c2ccccc2)C(C(=O)NC2CCCC2)c2ccc(F)cc2)no1 (configuration not stated)	-9	-2%	-2	-14%	?	-1%	1%
O=C(Cn1c(CO)nc2ccccc21)Nc1cc(C(F)(F)F)ccc1N1CCOCC1	3	5%	7	?	-1%	5%	5%
CN(C)CC[C@@](O)(c1ccccc1)c1ccccc1Cl	.	.	.	?	11µM*	-10%	.
COC(=O)Cc1coc2cc(OC)ccc12	.	.	.	41%[activator]	7%	-1%	0%
C=Cn1cc[n+](CC(=O)c2ccc(Br)s2)c1	-11	0%	5	?	3.3µM*	0%	9%
N#Cc1cc(C#N)c(N2CCN(c3ccccn3)CC2)nc1N	60*	0%	44*	-4%	98%[activator]	-7%	-13%
CCc1ccc(C(=O)C(C)CN2CCCCC2)cc1 (configuration not stated)	.	.	.	-6%	1.5µM*	1%	.
CCOC(=O)N1CCN(C(=O)Nc2ccc(Cl)cc2Cl)CC1	34	1%	8	-16%	.	2%	?
CCCCCCN(CCCCCC)C(=O)Cc1c(-c2ccc(F)cc2)[nH]c2ccccc12	.	.	.	5.9µM*	?	1%	?
CN1CCN(S(=O)(=O)c2cccc(C(=O)NC3CCCC3)c2)CC1	.	.	.	19%	1%	-4%	2%

Random excerpt: 2 entries already listed.
SMILES	Shiga toxin inh	LmPK inh	CHX counter	Pf growth 48h	Pf growth 96h	Tb PYK inh	HCV inh
Cc1ccc2nc(SCCCCOc3ccccc3)[nH]c2c1	-13	1%	-2	-16%	?	1%	-18%
Cc1nn(C)c(C)c1NS(=O)(=O)c1cccc(Br)c1	.	.	.	-1%	13%	-3%	?

The results go on.
SMILES	Shiga toxin inh	LmPK inh	CHX counter	Pf growth 48h	Pf growth 96h	Tb PYK inh	HCV inh
c1ccc2oc(-c3csc(N4CCOCC4)n3)cc2c1	30	-3%	28	.	348%[activator]	-1%	?
CC(=O)NC1C(=O)N=C(SC(C)C(=O)Nc2cccc(Cl)c2)NC1=O (configuration not stated)	-21	1%	-4	-19%	3%[5.75 µM]	-8%	16%
O=C(CN(Cc1ccc(F)cc1)C(=O)C1CSC(=O)C1)NC1CCCCC1 (configuration not stated)	-6	-3%	-1	-4%	?	-12%	0%
CCOc1cc(/C=C2\SC(N3CCCC(C)C3)=NC2=O)ccc1O (configuration not stated)	60*	-2%	36*	?	5%	-11%	-21%
CCOC(=O)N1CCN(CC(=O)Nc2ccccc2C(=O)Nc2ccccc2)CC1	.	.	.	-25%	39%[activator]	-2%	-2%
CC(=O)c1cccc(-n2nnnc2SCC(=O)Nc2cc(C)on2)c1	-10	-2%	-4	-5%	56%[activator]	-9%	?
O=C(COC(=O)c1ccccc1C(=O)c1ccccc1)c1ccco1	-6	2%	8	6%	-5%	4%	-12%
COc1ccc(S(=O)(=O)NCCC(C)C)cc1C	-11	1%	-3	.	30%	0%	12%
Cc1cc2oc(C(=O)N(Cc3ccc(N(C)C)cc3)CC3CCCO3)c(C)c2cc1C (configuration not stated)	-5	-2%	-5	?	?	9%&1%	?
CC(CC(=O)NCc1ccco1)S(=O)(=O)c1ccc2c(c1)CCN2C(=O)C1CC1 (configuration not stated)	-13	1%	-6	-6%	8.3µM*	2%	-8%
CC(C)(C)c1ccc(OC(=O)N2CCOCC2)cc1	69*	1%	45*	62%[activator]	4%	5%	6%
CCOC(=O)c1ccc(NC(=O)[C@@H](NC(N)=O)C(C)C)cc1	-5	2%	-2	12%	6%	6%	-5%
CCN(CC)C(=O)CSc1nnc2cc(C)c3ccccc3n12	-5	11%	9	-21%	?	2%	7%
N#C/C(=C\c1ccc(Sc2nc3ccccc3[nH]2)o1)c1ccccc1	-5	9%	1	.	-76%	4%	10µM*
Cc1ccc2nc(-c3ccncc3)cc(C(=O)Nc3ccncc3)c2c1	11	4%	7	13µM*	?	-14%	5%
Cc1onc(-c2ccccc2)c1C(=O)OCCOc1ccc([N+](=O)[O-])cc1[N+](=O)[O-]	21	-11%	-2	.	4.1µM*	-4%	?
Cc1scc(C(=O)NNC(=S)NCC(C)C)c1C	15	-6%	-1	26%	23%	-15%	-2%
CN1c2ccsc2/C(=N/NC(=O)c2c(F)cccc2F)CS1(=O)=O	4	6%	4	.	11%	-7%	-8%
Cc1cccc(C(=O)NCc2nnc3c4ccccc4c(-c4ccccc4)nn23)c1	-13	-3%	-5	16%	?	-12%	19%
CCOc1ccccc1N(C(=O)CNC(=O)c1ccco1)C(C(=O)NC1CCCC1)c1ccncc1 (configuration not stated)	-2	-6%	-1	?	?	8%	-8%
C=CCn1c(SCC(=O)Nc2sc3c(c2C#N)CCC3)nnc1C1COc2ccccc2O1 (configuration not stated)	-3	7%	1	.	6%	4%	2%
Cc1ccc(S(=O)(=O)c2cnc(-c3ccccc3)nc2N2CCCCC2)cc1	31	0%	0	13µM*	-8%	1%	?
CCOC(=O)Cc1c[nH]c(=S)[nH]c1=O	-14	-1%	-5	53%[activator]	65%[activator]	-7%	-9%
CCOc1cc(/C=C/C(=O)O)ccc1OCc1ccccc1	12	5%[11.5 µM]	16	2%	15%	-6%	-5%
CCOC(=O)N1CCN(C(=O)c2cccc(F)c2)CC1	-4	3%	-3	6%	39%[activator]	2%	19%

An excerpt of these results, with values under each structure:
Screens in order: Shiga toxin inh, LmPK inh, CHX counter, Pf growth 48h, Pf growth 96h, Tb PYK inh, HCV inh
CN1c2ccsc2/C(=N/NC(=O)c2c(F)cccc2F)CS1(=O)=O
    4, 6%, 4, ., 11%, -7%, -8%
Cc1cccc(C(=O)NCc2nnc3c4ccccc4c(-c4ccccc4)nn23)c1
    -13, -3%, -5, 16%, ?, -12%, 19%
CCOc1ccccc1N(C(=O)CNC(=O)c1ccco1)C(C(=O)NC1CCCC1)c1ccncc1 (configuration not stated)
    -2, -6%, -1, ?, ?, 8%, -8%
C=CCn1c(SCC(=O)Nc2sc3c(c2C#N)CCC3)nnc1C1COc2ccccc2O1 (configuration not stated)
    -3, 7%, 1, ., 6%, 4%, 2%
Cc1ccc(S(=O)(=O)c2cnc(-c3ccccc3)nc2N2CCCCC2)cc1
    31, 0%, 0, 13µM*, -8%, 1%, ?
CCOC(=O)Cc1c[nH]c(=S)[nH]c1=O
    -14, -1%, -5, 53%[activator], 65%[activator], -7%, -9%

Other results.
SMILES	Shiga toxin inh	LmPK inh	CHX counter	Pf growth 48h	Pf growth 96h	Tb PYK inh	HCV inh
CC1=NN(c2ccc(Br)cc2)C(=O)/C1=C/c1cccs1	59	1%	22	12%	4%	-2%	-1%
CCOc1ccc(N(CC(=O)NCc2ccc(OC)cc2)C(=O)CCC(=O)Nc2nccs2)cc1	5	10%	-1	4%	11%	4%	?
CCCOc1cccc(C(=O)Nc2ccc(Br)cc2F)c1	68*	-4%	42*	98%[activator]	-9%	2%	17%
O=C(Cn1ncc2c1-c1ccccc1OC2)N1CCN(c2ccccn2)CC1	-16	0%	-5	16%	?	4%	-11%
Cn1c(SCC(=O)NC2CCCC2)nnc1-c1cccs1	-13	0%	1	0%	21%	-17%	.
CCN(CC)CCNC(=O)C(=O)Nc1ccc2c(c1)N(S(=O)(=O)c1cccs1)CCC2	.	.	.	15µM*	?	-3%	?
COc1cccc(OCC(=O)Nc2ccncc2)c1	.	-3%	-3	-18%	-26%	0%	-21%
CC1(C)Cc2cccc(C(=O)Nc3ccc(F)cc3F)c2O1	11	3%	-1	44%[activator]	13%	5%	-29%
COC(=O)c1ccc(N2CCOCC2)c(NC(=O)c2cccs2)c1	-6	-4%	6	-9%	?	0%	6%
CC[C@H](c1ccc(O)cc1)[C@@H](CC)c1ccc(O)cc1	.	.	.	-7%[12.8 µM]	-1%[12.8 µM]	1%[33.2 µM]	.
CC(NC(=O)C(=O)c1cn(CC(=O)N2CCOCC2)c2ccccc12)c1ccccc1 (configuration not stated)	10	-6%	-10	1%	?	1%	-3%
Cc1cc(OCC(=O)O/N=C(\N)c2ccccc2)ccc1Cl	20	-2%	14	53%[activator]	?	3%	3%
COc1ccc(S(=O)(=O)N2CCOCC2)cc1NC(=O)COC(=O)C1CCC1	.	.	.	7%	68%[activator]	5%	15%
CCC(C)N=Cc1c(Nc2ccccc2)nc2c(C)cccn2c1=O (configuration not stated)	-7	-1%	-5	-11%	1%	0%	?
OC(COc1ccc2c(c1)CCC2)CN1CCN(c2cccc(Cl)c2)CC1 (configuration not stated)	-9	5%	-5	.	-30%	0%	?
CCN(CC)c1ccc(/C=C2\C(=N)N3N=C(CC(=O)N4CCOCC4)SC3=NC2=O)cc1	15	-3%	9	-19%	?	4%	9%
COc1ccc(/C=C/c2nc3ccccc3n2Cc2ccccc2OC)cc1	106*	-7%	69*	?	?	3%	?
COC(=O)c1cc(NC(=O)c2cc(-c3ccccc3Cl)oc2C(F)(F)F)ccc1N1CCOCC1	27	4%	-3	?	?	2%	16µM*
CCCSc1cc(N2CCCC2)nc(-c2ccccc2)n1	-11	-1%	-2	51%[activator]	?	4%	-18%
Cc1ccc(C(=O)N/C(=C\c2ccccc2)C(=O)NCc2ccncc2)cc1	-10	0%	-1	?	2%	-5%	?
CC(C)c1ccc(NC(=O)c2csnn2)cc1	42*	-15%	30*	184%[activator]	.	-2%	14µM*

Screening results: PubChem, National Center for Advancing Translational Sciences (NCATS)
